Assay outcomes: PubChem BioAssay, National Center for Advancing Translational Sciences (NCATS)
ALOX12 inh: ALOX12 (human) lipoxygenase inhibition. P18054. purified 12hLO, xylenol orange hydroperoxide absorbance. Potency, µM (highest dose often 108 µM), for the others: top-dose activity change, negative = inhibition, actives largely listed as inhibitors. actives 1.1% (n = 580,000); also: potency is read from the fitted curve at half-maximal effect; % is scaled to controls: 0 for no effect and ±100 for the full control effect
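Purified human 12hLO (150 nM final) in 25 mM Hepes, 0.01% Triton X-100, pH 7.0 was preincubated 15 min at room temperature with compound. Then 40 uM arachidonic acid was added, 30 min. Hydroperoxide was read by Fe-XO absorbance ratio 573/405 nm.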
LDHA block: inhibitors of human lactate dehydrogenase A; purified LDHA, NADH/diaphorase-resazurin fluorescence; active compounds read low; actives 0.15% (n = 480,000); AID 1347041; activity change, % (values are at about 110 or 230 µM); in the data active = activity change below about -30%; inconclusive = mostly about -25% to -30%;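 also: plate controls were DMSO wells for no effect and wells without enzyme for full effect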
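Human LDH5 at 2 nM final in Tris HCl pH 7.4 with 0.06 mM NADH and 0.2 mM pyruvate, reacted 5 minutes at room temperature. Remaining NADH coupled via diaphorase/resazurin; resorufin fluorescence read at 0 and 20 minutes, normalized to enzyme-free and DMSO wells.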
APE1 inh: inhibitors of human APE1 endonuclease; P27695; recombinant APE1, TAMRA/BHQ-2 abasic DNA cleavage fluorescence; Potency, µM (doses to about 65.8 µM), for the others: at the top dose activity change, negative = inhibition, hits mostly inhibitors; actives 0.35% (n = 350,000); AID 2517;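 also: potency is read from the fitted curve at half-maximal effect; plate controls were vehicle for no effect and reference inhibitor for full effect; nearly all actives have a fitted effect of over 55% in size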
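APE1 at 0.75 nM preincubated 15 min at room temperature with compound. Reaction then started with 50 nM double-stranded THF-abasic substrate labelled with TAMRA/BHQ-2, and 525/598 nm fluorescence read kinetically. Activity taken as third-minus-first read difference, normalized to DMSO and NSC13755 controls.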
Anesthetic bind: candidate novel general anesthetic via apoferritin binding | P02791 | apoferritin/1-aminoanthracene competitive binding, fluorescence | Potency, µM (top dose mostly 77.5 µM), for the others: at the highest dose activity change, negative = displacement, usual class: inhibitors | actives 0.074% (n = 350,000); also: potency is read from the fitted curve at half-maximal effect; % is scaled to controls: 0 for no effect and ±100 for the full control effect; nearly all actives have a fitted effect of over 20% in size
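Probe: 1-aminoanthracene (50% saturated, PBS). Protein: horse-spleen apoferritin, 10 uM. Incubation: 10 min, room temperature. Detection: 380 nm excitation, 535 nm emission. Analysis: normalized response, four-parameter Hill.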
ERG Ets-DNA blk: inhibitors of human ERG Ets domain-DNA interaction; Potency, µM (highest dose often 76.9 µM), without a hit: top-dose FP activity, negative = inhibition, usual class: inhibitors; P11308; fluorescence polarization, His-ERG Ets domain / labelled DNA; actives 0.028% (n = 370,000); active = well fitted inhibition curve with a large enough effect in the polarisation, with a control signal flat; inconclusive = small, poorly fitted or top-dose-only effect, or effect the other way, or a change in a side signal; inactive = no such curve, though single readings can be large or run the other way; the % refers to the polarisation;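 also: polarization taken with two DNA probes labelled with fluorescein and Texas red; potency is read from the fitted curve at half-maximal effect; % of control where 0% means no effect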
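His-tagged ERG Ets domain (1 uM in the protein solution; 300mM KCl, 50mM Tris-HCl, 1mM EDTA, 1mM DTT, pH 7.5) received compound, then a probe mix of 5 nM fluorescein-DNA and 100nM Texas-615-DNA. Fluorescence polarization was read for both dyes.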
RGS4 inh: inhibitors of human regulator of G protein signaling 4 | actives 0.039% (n = 390,000) | P49798 | Transcreener GDP fluorescence polarization, RGS4-accelerated GTP hydrolysis | Potency, µM (top dose mostly 114 µM), for inactives: at the top dose activity change, negative = inhibition, actives largely listed as inhibitors; also: potency is read from the fitted curve at half-maximal effect; % is scaled to controls: 0 for no effect and ±100 for the full control effect; nearly all actives have a fitted effect of over 75% in size; some results filed as inactive show a strong effect at the top dose
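MLSMR compounds (23 nl, pin-transferred) preincubated 10 min at room temperature with a 500nM (2x) first reagent, then RGS4 at 900nM (2x) plus Transcreener GDP mix added; fluorescence polarization (620/688 nm) read before and after 90 min at 30 °C.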
Pol beta inh: inhibitors of human DNA polymerase beta | Potency, µM (titrated, usually from 114 µM), for the others: top-dose activity change, negative = inhibition, actives largely listed as inhibitors | actives 1.3% (n = 340,000) | Pol beta primer extension/strand displacement, fluorescence kinetic | P06746; also: potency is read from the fitted curve at half-maximal effect; % is scaled to controls: 0 for no effect and ±100 for the full control effect
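Curves were derived by four-parameter Hill fits of normalized qHTS data. The kinetic fluorescent primer-extension read was taken at 0 and 10 min after 50 nM substrate, following a 15 min room-temperature preincubation of 10 nM enzyme with compounds.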
POLH inh: blocks human DNA polymerase eta activity. Q9Y253. actives 1.2% (n = 390,000). Potency, µM (titrated, usually from 114 µM), without a hit: top-dose activity change, negative = inhibition, most hits filed as inhibitors. recombinant Pol eta, fluorescent DNA replication assay; also: potency is read from the fitted curve at half-maximal effect; % is scaled to controls: 0 for no effect and ±100 for the full control effect
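Pol eta at 10 nM preincubated with compounds 15 min at room temperature; reaction started with fluorescent substrate (50 nM final) and read kinetically at 0 and 10 min.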
Pol kappa inh: inhibitors of human DNA polymerase kappa; AID 588579; Q9UBT6; actives 0.53% (n = 400,000); Potency, µM (titrated, usually from 107 µM), inactives show top-dose activity, negative = inhibition, most hits filed as inhibitors; purified Pol kappa, fluorescent DNA synthesis assay, 10 min; also: potency is read from the fitted curve at half-maximal effect; % is scaled to controls: 0 for no effect and ±100 for the full control effect
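50 nM final substrate added after 15 min RT preincubation of 10 nM Pol kappa with compound; fluorescence read at 0 and 10 min.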
* = called active by the depositor; ? = inconclusive; · = no result given; & = joins results of further samples; [ ] = another dose, or the depositor's remark. Unless noted, calls follow the shape of the dose curve; as a rule, active = well fitted curve in the direction sought with a large enough effect; inconclusive = small, poorly fitted or top-dose-only effect, or another doubt; inactive = no such curve, though single readings can be large; an effect the other way counts as inactive or inconclusive. Not all compounds are listed. The share of hits here may be higher or lower than overall.

SMILES	ALOX12 inh	LDHA block	APE1 inh	Anesthetic bind	ERG Ets-DNA blk	RGS4 inh	Pol beta inh	POLH inh	Pol kappa inh
Cc1cc(/C=C2\C(=O)NC(=O)N(Cc3ccco3)C2=O)c(C)n1-c1ccc(C(=O)O)cc1	?	-5.0	14.1µM*	-14.3%	12.1%	-34.3%	?	17.8µM*	?
CC(=O)Nc1ccccc1C(=O)OCc1cccc(F)c1	0.0%	-7.4	-1.1%	-14.7%	2.4%	-13.0%	-1.8%	-7.7%	-3.8%
CCC(=Nc1ccc2c(c1)CCC2)c1c(O)n(-c2ccc(OC)cc2)c(=O)[nH]c1=O	?	2.8	-3.0%	-2.3%	7.4%	-2.8%	0.8%	-5.1%	-4.5%
C[C@]12CC[C@H](OC(=O)CCC(=O)O)CC1=CCC1C2CC[C@@]2(C)C1CC[C@@H]2OC(=O)CCC(=O)O (stereo not given in full)	-1.8%	-5.4	14.7%	·	-3.6%	7.8%	·	4.3%	-10.6%
O=C(c1ccccc1F)c1cn(Cc2ccc(F)cc2)c2ccccc12	-12.7%	1.4	-3.3%	-1.4%	3.1%	-21.1%	26.7%	-11.5%	-63.7%
CCOC(=O)C1=C(C)OC(N)=C(C(=O)OCC)[C@@]12C(=O)N(CC(N)=O)c1ccccc12	26.1%	8.5	-6.0%	-13.8%	-4.7%	-40.2%	-0.6%	-15.6%	-4.3%
O=C(c1ccc(Cl)cc1)C1CCCN(Cc2ccc3nonc3c2)C1 (stereo not given)	-29.5%	-8.3	-2.3%	-22.6%	-19.6%	-0.8%	-0.3%	-12.9%	-12.6%
O=C1C2CCCN2C(c2ccncc2)N1c1ccc(Cl)c(Cl)c1 (stereo not given)	-2.9%	-5.7	-3.7%	-10.0%	6.7%	5.3%	18.6%	3.1%	-16.5%
Cc1cc(OCC(=O)N2CCN(CCc3ccncc3)CC2)ccc1Cl	?	0.1&-10.3	·	-0.5%	-4.6%	-1.0%	3.9%	-9.6%	-5.1%
O=C(C[N+]12CCC(CC1)C(O)C2)c1ccc(Br)cc1 (stereo not given)	·	-4.0	20.0%	3.7%	4.0%	41.0%	3.3%	6.4%	0.6%
COc1ccc(-c2nn(CCC#N)cc2C(=O)Nc2cccc([N+](=O)[O-])c2)cc1OC	-3.8%	-1.4	4.1%	-7.5%	-0.1%	0.4%	8.2%	-13.5%	-7.6%
CCC(CC)NC1CCCCC1OC (stereo not given)	-17.7%	-12.6	2.4%	-1.7%	5.6%	-11.6%	11.7%	-12.7%	-3.7%
CC(=O)Nc1ccc(S(=O)(=O)N2Cc3cnnn3-c3ccccc3C2C#N)cc1 (stereo not given)	?	-6.5	·	·	-4.5%	-37.0%	·	-9.4%	-3.2%
CN1CC(C(=O)c2cccc(C(F)(F)F)c2)C(c2ccc(Cl)cc2)C1 (stereo not given)	?	1.6	58.0%[activator]	-13.5%	3.9%	-1.3%	12.0%	-16.5%	3.7%
COc1ccc(Cn2c(O)c(C=Nc3c(C)n(C)n(-c4ccccc4)c3=O)c(=O)[nH]c2=O)cc1	-4.4%	-0.8	1.1%	5.4%	4.6%	10.5%	32.0%	-19.4%	11.1%
Cc1cc(OC(=O)N(C)C)nc(-c2ccc(C)c(Cl)c2)n1	80.2%[activator]	-8.6	12.5%	-2.5%	-1.9%	11.2%	23.9%	-5.9%	-3.6%
C/C(=N\Nc1ccccc1)c1c(O)n(Cc2ccccc2)c(=O)[nH]c1=O	-23.6%	4.5	6.1%	-11.0%	7.4%	-28.1%	21.9%	-8.9%	-2.0%
CCOC(=O)C1=C(N)Oc2cc(C)oc(=O)c2C12C(=O)N1c3c(cccc32)C(C)=CC1(C)C (stereo not given)	-15.8%	2.0	-3.9%	-12.8%	2.1%	0.2%	4.6%	-6.8%	-7.2%
CCOC(=O)c1c(C)n(CCN2CCN(C)CC2)c2ccc(OC)cc12	·	0.5	-1.9%	-10.6%	-6.2%	-16.5%	5.1%	-1.7%	0.6%
C#C[C@]1(O)CCC2C3C(=O)C=C4C(Cl)=CCC[C@]4(C)C3CC[C@@]21C (stereo not given in full)	-3.7%	3.5	·	·	3.9%	-24.7%	·	-8.6%	-9.2%
COc1ccc(C(=O)OC2C[C@H]3CC[C@H](C2)N3C)cc1OC (stereo not given in full)	-10.2%	-2.4	-6.2%	·	-9.7%	-11.8%	·	-5.1%	6.6%
OC(CNC1CCCCC1)C(F)(F)F (stereo not given)	3.3%	-0.8	?	0.3%	-9.0%	-19.0%	-10.0%	-6.6%	-7.5%
O=C(CN1CCCC1=O)Nc1ccccc1	14.2%	-0.8	13.3%	-6.9%	8.3%	-20.1%	6.6%	0.4%	-5.0%
COc1c(O)cc2c(c1OC)-c1ccc(OC)c(=O)cc1C(NC(C)=O)CC2 (stereo not given)	11.4%	-7.6	·	·	·	-3.9%	·	-9.9%	-4.3%
COc1cc(CC(C)N)c(OC)cc1I (stereo not given)	-3.5%&-10.2%	-6.8	1.1%	·	8.2%	-4.1%[56.9 µM]	5.0%[57.1 µM]	1.0%[57.1 µM]	0.5%[60.1 µM]

(continued)
SMILES	ALOX12 inh	LDHA block	APE1 inh	Anesthetic bind	ERG Ets-DNA blk	RGS4 inh	Pol beta inh	POLH inh	Pol kappa inh
O=C(NCC(c1cccnc1)N1CCN(c2ccccc2)CC1)Oc1ccccc1 (stereo not given)	10.5%	2.3	1.2%	2.0%	·	37.1%	24.1%	7.6%	-6.9%
CC12CCCCC1=NC(c1ccc(Br)cc1)N2O (stereo not given)	-14.3%	4.8	5.4%	?	-1.3%	-11.9%	3.2%	-6.8%	-10.7%
Fc1ccccc1CCNCc1ccccc1	0.1%	-2.8	13.3%	-8.6%	-2.2%	5.0%	1.9%	-5.1%	-5.2%
Fc1cccc(F)c1CN1CCN(c2ccc(Cl)cc2)CC1	-14.6%	-5.5	-2.2%	2.7%	6.4%	18.1%	34.0%	-20.6%	-2.9%
COc1ccccc1N1CCN(Cc2ccccc2F)CC1	-19.5%	-8.0	-4.3%	3.2%	-3.3%	6.2%	-8.7%	-19.3%	-16.6%
Cc1nc2ccccc2c(=O)n1-c1ccc(F)cc1	2.1%	-6.5	0.4%	-3.3%	·	-2.6%	3.3%	1.2%	-5.2%
Cc1cccc(N2C(=O)NC(=O)/C(=C/c3cc4c(cc3[N+](=O)[O-])OCO4)C2=O)c1	?	25.9	1.3%	3.2%	0.4%	?	0.0%	-9.3%	89.1µM*
Clc1ccc(CNCCc2ccc3c(c2)OCO3)cc1	4.47µM*	-16.1	-9.8%	-9.3%	-10.9%	0.6%[56.9 µM]	17.0%	-13.7%	-0.4%
S=C1CN=C(c2ccccc2)c2cc(Cl)ccc2N1	?	-3.6	17.6%	?	-2.9%	-42.8%	-4.5%	-7.3%	5.8%
CC(Cc1ccccc1)NC(=O)CN1CCCC1=O (stereo not given)	-1.0%	-3.0	11.2%	-5.3%	-5.5%	17.1%	2.5%	-1.8%	-12.1%
NC(=O)c1ccc(N=Cc2c(O)n(Cc3ccco3)c(=O)[nH]c2=O)cc1	-5.4%	-9.6	31.6µM*	5.2%	6.9%	?	?	22.4µM*	50.1µM*
CC1=C[C@H]2[C@]3(O)C(C=C(CO)C[C@]2(O)C1=O)[C@@H]1C(C)(C)[C@]1(O)[C@H](O)[C@H]3C (stereo not given in full)	18.8%	·	-3.2%	4.3%	·	·	·	·	17.5%[60.1 µM]
CC(C)CCn1c(N)c(C(=O)NCc2cccs2)c2nc3ccccc3nc21	15.9%	7.4	?	?	-3.0%	-4.0%	?	-19.7%	4.8%
O=c1[nH]c(=S)[nH]c(O)c1/C=C1/C=c2ccccc2=N1	7.2%	0.0	4.9%	-5.5%	44.8%[activator]	-53.5%	-13.2%	?	-28.5%
COc1ccc(CC(C)NCCc2ccc(OC)c(OC)c2)cc1 (stereo not given)	9.4%	-6.4	18.2%	-0.1%	-4.9%	6.9%	7.7%	1.4%	-7.6%
COP(=O)(OC)c1nc(-c2cccc3ccccc23)oc1N1CCCCC1	-7.9%	-2.6	-4.6%	323.1%[activator]	-1.8%	10.5%	-15.0%	-21.4%	-17.2%
COc1ccccc1CN1CCN(C(=O)COc2ccc3ccccc3c2)CC1	?	-4.5	8.2%	-8.9%	-14.5%	-15.2%	-14.8%	-16.3%	9.0%
O=C(CNC(=O)c1ccccc1Cl)Nc1ccc(Br)cc1C(=O)c1ccccc1	-30.0%	-3.2	14.3%	-3.0%	9.9%	1.7%	-1.3%	-0.8%	-2.4%
CCN(CC)S(=O)(=O)c1ccc(NN=C(C#N)C#N)cc1	?	-11.7	0.3%	?	2.7%	-20.1%	1.2%	-15.8%	-22.2%
CCC1(CC)C(=O)NC(=O)NC1=O	-2.2%[22.9 µM]	·	-3.2%	2.3%	·	·	·	·	-15.4%[60.1 µM]

Some of the entries so far, comma-delimited:
Structure,ALOX12 inh,LDHA block,APE1 inh,Anesthetic bind,ERG Ets-DNA blk,RGS4 inh,Pol beta inh,POLH inh,Pol kappa inh
COc1ccccc1N1CCN(Cc2ccccc2F)CC1,-19.5%,-8.0,-4.3%,3.2%,-3.3%,6.2%,-8.7%,-19.3%,-16.6%
Cc1nc2ccccc2c(=O)n1-c1ccc(F)cc1,2.1%,-6.5,0.4%,-3.3%,·,-2.6%,3.3%,1.2%,-5.2%
